Screening data from PubChem.
TR-FRET SRC-2 ct = TR-FRET artefact, counter-screen to PPARgamma/SRC-2 agonist assay; TR-FRET ratio at 8 µM; 0.4% of 200,000 active; stronger effect = higher value; AID 1049; in the data active means TR-FRET ratio above about 2000; further: inactives centre near 1500
ROMK primary = modulates human ROMK potassium channel activity; Tet-inducible ROMK, thallium flux fluorescence; actives lie on both sides; B-score at 10 µM; AID 1918; P48048; 2% of 130,000 active;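 active means signal ratio slope over the read window, or its plate-corrected B-score, at least 3 SD from the plate mean, either direction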;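 further: B-score of the F/F0 ratio slope over 7 to 12 s after thallium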
Target sequence (P48048 whole entry, looked up): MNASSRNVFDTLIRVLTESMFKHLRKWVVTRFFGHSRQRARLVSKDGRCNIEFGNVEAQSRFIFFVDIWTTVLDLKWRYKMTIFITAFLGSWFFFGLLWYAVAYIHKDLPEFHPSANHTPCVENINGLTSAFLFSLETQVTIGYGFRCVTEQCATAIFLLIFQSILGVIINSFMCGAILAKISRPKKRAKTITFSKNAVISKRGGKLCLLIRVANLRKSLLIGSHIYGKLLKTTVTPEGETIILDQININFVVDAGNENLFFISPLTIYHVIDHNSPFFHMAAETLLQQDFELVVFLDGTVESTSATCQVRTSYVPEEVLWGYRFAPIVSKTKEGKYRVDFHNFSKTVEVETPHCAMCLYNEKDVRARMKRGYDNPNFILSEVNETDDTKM
TNAP act hi DEA = increases human TNAP activity under high phosphate acceptor concentration | purified TNAP, CDP-star luminescence, 1 M DEA, 30 min; stronger effect = higher value; 0 = EDTA background, 1 = DMSO-only activity | P05186 | AID 1136 | 200,000 tested, under 10 active | activation factor at 20 µM;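 active means activation factor at least 2 at 20 µM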
Target sequence (P05186 whole entry, looked up): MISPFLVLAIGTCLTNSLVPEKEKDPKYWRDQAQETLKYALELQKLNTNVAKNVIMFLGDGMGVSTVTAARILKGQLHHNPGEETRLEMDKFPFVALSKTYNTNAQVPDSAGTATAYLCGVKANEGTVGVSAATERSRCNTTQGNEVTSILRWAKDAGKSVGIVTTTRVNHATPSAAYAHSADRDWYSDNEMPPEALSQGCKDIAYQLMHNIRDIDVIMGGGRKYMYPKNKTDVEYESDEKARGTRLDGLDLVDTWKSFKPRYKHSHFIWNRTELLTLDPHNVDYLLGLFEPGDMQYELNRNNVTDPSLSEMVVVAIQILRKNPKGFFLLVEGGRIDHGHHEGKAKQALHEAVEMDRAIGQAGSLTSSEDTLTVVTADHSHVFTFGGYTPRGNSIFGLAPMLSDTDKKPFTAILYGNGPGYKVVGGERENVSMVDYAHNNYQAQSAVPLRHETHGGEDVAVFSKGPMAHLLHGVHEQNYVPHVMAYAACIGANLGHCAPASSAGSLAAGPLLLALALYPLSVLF
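Dosing: 20 µM single point. System: human TNAP. Amount: TNAP 1/800 final. Incubation: 30 min, room temperature. Read-out: TNAP activation factor scaled between EDTA and DMSO control wells. Signal: luminescence from CDP-star hydrolysis. Medium: 1 M DEA, pH 9.8, Mg2+, Zn2+. Control set: EDTA negative control, DMSO positive control.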
STAT3 act = activators of IL-6 induced STAT3 signaling. U3A cells, IL-6 STAT3-luciferase reporter, luminescence; 100% = signal with IL-6 EC80 alone. activation (% of control), % at 5.6 µM. 0.91% of 190,000 active;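 active means activation above the screen-wide mean of compound activation plus 3 SD, cut at about 130% in these data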;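 further: 0% = background luminescence of wells with medium and substrate only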
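Material: STAT1-lacking human U3A cells, STAT3 luciferase reporter | Benchmarks: IL-6-only wells as 100% reference | Probe or stimulus: IL-6 (33 ng/mL) | Timing: Compound 1 h, then IL-6 6 h at 37 °C | Detection: Luminescence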
bIAP activator = intestinal alkaline phosphatase (bovine) activation. purified bovine IAP, CDP-star luminescence, 30 min; stronger effect = higher value; fold of DMSO-control signal, blank-subtracted. activation factor at 20 µM. 0.17% of 200,000 active. AID 1016;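 active means activation factor of 2 or more at 20 µM, a signal rise over negative controls twice the positive control's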
STAT3 blocker = inhibitors of IL-6 induced STAT3 signaling; 0.89% of 190,000 active; U3A cells, IL-6 STAT3-luciferase reporter, luminescence; host cell line lacks STAT1; inhibition, % at 5.5 µM; AID 862;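 active means inhibition above the mean inhibition across all screened compounds plus 3 SD, cut at about 44% in these data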;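 further: 0% = DMSO only wells and 100% = 100 µM nifuroxazide control wells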
bIAP inhibitor = intestinal alkaline phosphatase (bovine) inhibition; purified bovine IAP, CDP-star luminescence, 30 min; inhibition, % at 20 µM; 190,000 tested, under 10 active;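 active means over 50% inhibition of intestinal alkaline phosphatase at 20 µM in the single-dose screen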
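Assay system: bovine IAP enzyme; medium: DEA buffer 100 mM, pH 9.8, with MgCl2 1.0 mM, ZnCl2 0.02 mM; doses: 20 µM single dose; incubation: enzyme reaction for 30 min at room temperature; detection: CDP-star luminescence signal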
PPARg SRC2 recr = agonists of SRC-2 recruitment by human PPARgamma. P37231. PPARgamma LBD-SRC-2 recruitment, biochemical. activation, % at 8 µM. 0.34% of 200,000 active. AID 1032; in the data active means activation above about 22%;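 further: 0% = vehicle and 100% = reference agonist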
STAT1 inh = STAT1 signaling inhibition; NIH 3T3 STAT1-luciferase reporter, IFN-gamma, luminescence; inhibition, % at 5.5 µM; 0.35% of 200,000 active; AID 920;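 active means inhibition above a set limit, the mean inhibition across all tested compounds plus 3 SD, cut at about 34% in these data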;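 further: 0% = IFN-gamma with DMSO and 100% = IFN-gamma with 300 µM nifuroxazide; values of inactives mirror those of a sister screen read the other way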
PPARg SRC1 recr = agonists of human PPARgamma SRC-1 coactivator recruitment; PPARgamma-SRC-1 coactivator recruitment biochemical assay; activation, % at 8 µM; P37231; 0.41% of 200,000 active; AID 631; in the data active means activation above about 19%;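 further: 0% = DMSO and 100% = reference agonist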
PPARg SRC-3 ag = promotes SRC-3 coactivator recruitment by human PPARgamma; P37231; biochemical PPARgamma/SRC-3 coactivator recruitment assay; activation, % at 8 µM; 0.26% of 200,000 active; AID 731; in the data active means activation above about 23%;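 further: 0% = DMSO and 100% = reference agonist; some compounds past the cut are filed as inactive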
The depositor's hits bear a star; nt = not tested or not shown. Outcome played no part in choosing rows. About 3.7% of those tested had a hit in this group.

SMILES	TR-FRET SRC-2 ct	ROMK primary	TNAP act hi DEA	STAT3 act	bIAP activator	STAT3 blocker	bIAP inhibitor	PPARg SRC2 recr	STAT1 inh	PPARg SRC1 recr	PPARg SRC-3 ag
Cc1cc(C)nc(N/N=C2/CCCC/C2=C\c2ccccc2)n1	1476	-0.883	1	107.4	1	-0.6	-3.6	-4.1	-5.4	-3.1	-1.8
N#CCCN1CCN(C2=NC(=O)C(=C3CCCCC3)S2)CC1	1647	-0.506	1	115.0	1	-14.6	-4.0	-4.1	-12.4	-1.3	2.5
Cc1ccc2c(c1)C(O)(CC(=O)c1ccc(C)s1)C(=O)N2 (centres undefined)	1441	0.275	1	94.2	1	8.3	-0.2	-1.3	-12.6	5.0	6.5
O=C(Cn1cnc2scc(-c3cccc([N+](=O)[O-])c3)c2c1=O)NCc1ccco1	1571	-0.356	1.1	103.9	0.8	2.0	21.8	0.1	-1.9	-7.7	-1.1
Cc1csc(=Nc2ccccc2)n1Cc1ccco1	1569	-0.0432	1	102.2	1.1	-0.2	-6.3	4.8	0.0	-2.2	6.0
O=[N+]([O-])c1ccc(/C=N/N/C(=N/c2ccccn2)c2ccccn2)cc1	1455	nt	0.9	101.3	0.9	3.0	12.5	-1.4	-38.1	-3.6	-3.4
CCOc1ccccc1-n1cnc2cc(C(=O)NCc3ccco3)ccc21	1338	0.146	1	101.8	1.1	1.7	-6.1	-1.8	-1.1	-1.5	-5.6
Nc1cc(N)nc(SCC(=O)N2CCCCC2)n1	1477	0.334	1	99.8	0.9	4.3	10.3	5.0	1.2	5.9	1.1
COc1ccc(C(=O)NC(=S)NNC(=O)Cc2cccs2)cc1	1608	nt	1.1	107.7	1.3	-1.3	-25.4	10.5	5.2	4.1	5.5
CCn1c(-c2csc3ccccc23)n[nH]c1=S	1545	nt	1	91.6	0.8	9.5	16.8	-1.6	4.8	-7.4	0.2
NC(=O)CCCSc1nc2ccccc2[nH]1	1744	0.109	1	97.7	1	9.4	4.1	1.7	6.0	0.3	0.7
COc1ccccc1-c1nnc(NC(C)=O)s1	1785	nt	1	87.7	1	16.7	1.8	5.1	-29.4	5.8	10.6
O=C(Nc1nncs1)c1ccc(S(=O)(=O)c2ccccc2)cc1	1729	-1.08	1	98.3	0.9	4.1	7.2	12.4	5.8	1.5	14.3
CCc1ccc(C(c2c(C)nn(-c3ccccc3)c2N)c2c(C)nn(-c3ccccc3)c2N)cc1	1713	0.003	1	98.6	1.1	1.9	-8.3	1.4	10.8	6.0	-1.4
O=C(O)CC(NC(=O)C12CC3CC(CC(C3)C1)C2)c1ccc(OC2CCCC2)cc1 (centres undefined)	1530	-0.923	1	111.1	1	-1.0	2.2	-3.2	-4.1	-0.2	2.3
COc1cccc(/C=C/C(=O)OCC(=O)NCc2ccc(Cl)cc2)c1	1394	1.5	1	107.3	1	-0.4	2.9	-8.1	-6.8	14.7	-0.6
CCn1c2ccccc2c2cc(NC(=O)COC(=O)c3cc(S(=O)(=O)N4CCCCC4)ccc3Cl)ccc21	1687	0.0636	1	98.5	1	4.0	-2.9	9.2	5.6	12.6	5.8
CCOC(=O)C1CCN(CC(O)COCc2ccc3c(c2)OCO3)CC1 (centres undefined)	1791	0.499	1.1	106.4	1	-5.8	2.1	0.0	-5.4	1.0	-1.3
CC1=C(C(=O)Nc2cccc([N+](=O)[O-])c2)C2(CCC(C)CC2)OC1=O (centres undefined)	1588	nt	1	109.0	0.8	-7.2	15.2	-1.6	-10.2	3.4	3.1
CN(C)CCn1c(C(=O)O)cc2ccccc21	1465	-0.00359	1	93.8	1.1	10.4	-6.9	-8.8	-2.5	1.5	-0.4
CCOC(=O)c1cnc(-n2nc(C)cc2C)nc1NCCO	1624	nt	1	96.6	0.9	7.8	8.6	-1.9	-1.8	2.5	6.8
O=C(/C=C/c1cccc([N+](=O)[O-])c1)N1CCN(c2ccc(F)cc2)CC1	1602	nt	1	96.7	1	6.6	-0.4	-4.9	11.1	1.0	-2.4
CCc1nnc(NC(=O)CN2C(=O)c3ccccc3C2=O)s1	1604	0.907	1	107.3	1	-2.0	4.6	5.3	-7.3	-3.8	-2.8
Cc1cc(C)n(-c2cc(N3CCN(C(=O)c4cccc(Br)c4)CC3)ccc2[N+](=O)[O-])n1	1591	nt	0.9	87.6	0.9	24.3	7.7	-2.8	10.6	1.2	-0.3
CCOC(=O)CC(=O)CSc1nc(-c2ccc3c(c2)OCO3)cc(C(F)(F)F)c1C#N	1640	nt	1	139.7*	1	-33.5	-1.4	1.2	8.1	10.4	5.7
COC(CNC(=O)C(=O)NCC1OCCN1C(=O)c1ccc(Cl)cc1)OC (centres undefined)	1741	-0.0455	1	106.8	0.8	-8.1	20.9	-2.4	-2.2	-0.9	5.9
CCOC(=O)c1nn(-c2ccc(C)cc2)c(C)c1C(C)=O	1451	-1.1	1	98.6	0.9	7.5	5.4	4.5	-4.4	2.5	4.1
Cc1ccc(-c2nnn(CC(=O)N(Cc3ccco3)C(C(=O)NC(C)(C)C)c3ccc(C)o3)n2)o1 (centres undefined)	1582	0.525	1.1	84.8	1	22.3	-0.7	10.8	5.9	12.7	3.3
CCn1c(O)c2ccc(C(=O)N=NC(=O)c3cccnc3)cc2c1O	1670	nt	1	104.9	0.9	-5.8	9.5	5.5	-3.1	2.0	1.0
CC(=O)c1ccc2c(c1)CC(C)C(=O)N2C (centres undefined)	1322	-0.161	1	95.1	0.9	10.0	5.3	8.8	4.7	3.5	5.5
CC(NC(=O)C1CCC(CNS(=O)(=O)c2ccccc2)CC1)c1ccc2c(c1)OCCO2 (centres undefined)	1549	0.932	1.1	93.4	1.1	12.5	-12.1	1.5	13.0	2.9	3.4
CSc1nncc(-c2ccc(F)c(F)c2)n1	1603	-0.594	1	85.0	1	19.4	0.2	-6.7	-7.4	-2.7	-0.3
O=C(Cc1cccs1)NCc1ccccc1F	1524	nt	1.1	110.2	0.9	-8.0	13.0	4.7	-9.4	-0.2	2.4
COc1ccc(OC)c2c(C)cc(N3CCN(C(=O)c4ccc(Cl)cc4)CC3)nc12	1580	0.587	1	97.9	0.9	2.7	6.3	6.1	3.8	3.6	8.1
O=C(Cn1c(COc2ccccc2)nc2ccccc21)Nc1cc(Cl)cc(Cl)c1	1448	-0.312	1	102.4	1	0.8	0.2	1.6	-7.1	-3.5	-3.1
O=C(NC(=S)NCCC1=CCCCC1)c1ccco1	1348	-0.147	1	97.7	0.9	10.4	5.0	5.1	-10.9	1.8	-1.0
COC(=O)c1ccc(-n2cncn2)c([N+](=O)[O-])c1	1546	0.234	1	105.8	1	-2.1	-4.0	-0.6	-2.5	-1.3	-0.7
O=S1(=O)CC/C(=N\O)c2ccccc21	1499	nt	1	111.2	0.9	-11.6	12.0	-1.2	-4.1	5.4	6.0
COc1ccc(C(=O)NC(=S)N2CCNC(=O)C2)cc1Br	1448	0.354	1.1	107.9	1.2	-5.5	-15.2	0.2	-9.5	0.9	-1.0
CCCNS(=O)(=O)c1ccc(OCC(=O)Nc2ccc3c(c2)OCO3)cc1	1511	0.613	1.1	97.9	1	4.7	-0.1	12.2	1.3	8.9	-1.5
O=c1cc(N2CCCCC2)c(-c2ccccc2)nn1Cc1cccc(Cl)c1	1640	nt	1	92.2	1	11.3	2.3	2.2	8.3	5.7	2.4
COc1cccc(CC2(CO)CCCN(CC3=Cc4cc(Cl)ccc4OC3)C2)c1 (centres undefined)	1495	-0.00238	1	109.2	0.9	-8.3	8.8	-1.0	-10.3	3.1	1.9
CC(C)CNS(=O)(=O)c1ccc(CCC(=O)NCCC2=CCCCC2)cc1	1711	-0.441	1	106.2	1.1	-4.9	-5.7	8.0	7.0	8.3	2.8
CC1(C(=O)NC(=S)NNC(=O)c2ccncc2)CCCCC1	1832	0.703	1	95.5	1.1	3.3	-6.6	10.6	5.2	1.0	5.0
Cc1ccc(Sc2nnc(-c3ccccc3)cc2C#N)cc1	1724	-0.0257	1	102.2	0.7	5.0	25.5	10.1	-0.5	5.7	13.9
Cc1cccc(C(=O)OCC(=O)NCc2cccs2)c1	1406	0.05	1	106.7	0.9	-8.7	8.7	-0.3	-5.8	-4.7	-0.2
Cc1cccc(NC(=S)N(Cc2cccc(Br)c2)CC2CCC(C(=O)O)CC2)c1 (centres undefined)	1633	-1.66	1	97.7	1.1	5.0	-12.2	-9.8	13.7	1.9	-1.9
c1ccc(-c2nc(N3CCOCC3)cc(N3CCOCC3)n2)cc1	1524	0.399	1.1	94.0	1	13.4	4.8	2.6	-5.8	0.1	2.0
Cc1cccc(CSc2nn3c(=O)c(C)nnc3s2)c1	1804	0.733	1	96.2	0.9	3.1	8.1	8.3	9.3	6.8	1.6
CC1CC2(CCCCC2)Nc2ccc3ccccc3c21 (centres undefined)	1471	0.0699	1	100.6	0.9	2.5	7.7	6.2	0.1	2.2	1.7
CCC(CC)C1C(C#N)=C(N)Oc2cc(C)oc(=O)c21 (centres undefined)	1594	-0.104	1	95.7	0.9	5.3	9.1	0.5	5.3	-1.1	-5.4

3 compounds out of the list, sorted by formula weight, rising.
SMILES	TR-FRET SRC-2 ct	ROMK primary	TNAP act hi DEA	STAT3 act	bIAP activator	STAT3 blocker	bIAP inhibitor	PPARg SRC2 recr	STAT1 inh	PPARg SRC1 recr	PPARg SRC-3 ag
Cc1ccc(Sc2nnc(-c3ccccc3)cc2C#N)cc1	1724	-0.0257	1	102.2	0.7	5.0	25.5	10.1	-0.5	5.7	13.9
COc1cccc(/C=C/C(=O)OCC(=O)NCc2ccc(Cl)cc2)c1	1394	1.5	1	107.3	1	-0.4	2.9	-8.1	-6.8	14.7	-0.6
CCOC(=O)CC(=O)CSc1nc(-c2ccc3c(c2)OCO3)cc(C(F)(F)F)c1C#N	1640	nt	1	139.7*	1	-33.5	-1.4	1.2	8.1	10.4	5.7

4 entries from above, with values under each structure:
Order of results: TR-FRET SRC-2 ct, ROMK primary, TNAP act hi DEA, STAT3 act, bIAP activator, STAT3 blocker, bIAP inhibitor, PPARg SRC2 recr, STAT1 inh, PPARg SRC1 recr, PPARg SRC-3 ag
CCOC(=O)C1CCN(CC(O)COCc2ccc3c(c2)OCO3)CC1 (centres undefined)
  1791, 0.499, 1.1, 106.4, 1, -5.8, 2.1, 0.0, -5.4, 1.0, -1.3
CC1=C(C(=O)Nc2cccc([N+](=O)[O-])c2)C2(CCC(C)CC2)OC1=O (centres undefined)
  1588, nt, 1, 109.0, 0.8, -7.2, 15.2, -1.6, -10.2, 3.4, 3.1
CN(C)CCn1c(C(=O)O)cc2ccccc21
  1465, -0.00359, 1, 93.8, 1.1, 10.4, -6.9, -8.8, -2.5, 1.5, -0.4
CCOC(=O)c1cnc(-n2nc(C)cc2C)nc1NCCO
  1624, nt, 1, 96.6, 0.9, 7.8, 8.6, -1.9, -1.8, 2.5, 6.8
